Assay outcomes from PubChem BioAssay.
Growth percent in the NCI-60 one-dose screen (48 h, 10 µM unless noted): 100 = growth as untreated, 0 = no growth, -100 = all killed.
TK-10: TK-10 renal cancer cells; 3.9% of 81,000 active; active = growth percent below 10
* hit, by the source's call; & = joins results of further samples; [ ] = remark or other dose. This is a subset; rates above refer to the full screens.

For CCCCN1C(=O)C(CO)N=C(c2ccc(O)cc2)c2cc(Cl)ccc21 (stereo unspecified) the results were TK-10 105.8[30 µM].
CCCCCN1C(=O)C(Cc2ccccc2)N=C(c2cccc(O)c2)c2ccc(Cl)cc21 (stereo unspecified) was read as TK-10 106.0[30 µM].
For O=C1C(Cc2ccccc2)N=C(c2cccc(O)c2)c2ccc(Cl)cc2N1CC1CC1 (stereo unspecified) the results were TK-10 105.3[30 µM].
CCCCN1C(=O)C(CO)N=C(c2cccc(O)c2)c2ccc(Cl)cc21 (stereo unspecified) was read as TK-10 109.7[30 µM].
`O=C1C(CO)N=C(c2cccc(O)c2)c2ccc(Cl)cc2N1CC1CC1` (stereo unspecified) gave TK-10 109.7[30 µM].
O=C(O)CN1C(=O)C(Cc2ccccc2)N=C(c2ccc(O)cc2)c2cc(Cl)ccc21 (stereo unspecified) was read as TK-10 95.9[30 µM].
For CC1(O)CC23CC(O)C4(O)C(CC(O)C4(C)C)C(C)(O)C2CCC1C3O (stereo unspecified) the results were TK-10 107.5[100 µM].
COc1ccc2c(c1OC)CN1CCc3cc4c(cc3C1C2)OCO4 (stereo unspecified) was read as TK-10 69.6[100 µM].
Screening CCCCCN1C(=O)C(CC(=O)O)N=C(c2cccc(O)c2)c2ccc(Cl)cc21 (stereo unspecified) returned TK-10 92.3[30 µM].
`CCOC(=O)C1C(c2ccco2)C2(C#N)C(=N)OC1(C)C2(C#N)C#N` (stereo unspecified) gave TK-10 19.2&83.8[100 µM].
`CCN1C[C@]2(COC)[C@H](O)C[C@H](OC)[C@]34C1[C@H]([C@H](OC)[C@H]23)[C@]1(OC(C)=O)[C@H]2[C@@H](OC(=O)c3ccccc3)[C@](O)(C[C@H]24)[C@@H](OC)[C@@H]1O` gave TK-10 93.2&94.8[100 µM].
NC(=O)CN1C(=O)C(Cc2ccc(O)cc2)N=C(c2cccc(O)c2)c2ccc(Cl)cc21 (stereo unspecified) was read as TK-10 87.5[30 µM].
For O=C(O)CN1C(=O)C(Cc2ccc(O)cc2)N=C(c2cccc(O)c2)c2ccccc21 (stereo unspecified) the results were TK-10 112.2[30 µM].
For Cc1ccc(C(=O)Nc2ccc(CP(=O)(O)O)cc2)cc1NC(=O)c1cccc(NC(=O)Nc2cccc(C(=O)Nc3cc(C(=O)Nc4ccc(CP(=O)(O)O)cc4)ccc3C)c2)c1 the results were TK-10 107.0&142.4[100 µM].
`CCCCCN1C(=O)C(Cc2ccccc2)N=C(c2cccc(O)c2)c2ccccc21` (stereo unspecified) gave TK-10 103.9[30 µM].
Screening CNC(=O)c1[nH]cnc1/N=N/N(C)N returned TK-10 52.7&80.6[100 µM].

4 entries from above, sorted by length of the SMILES, descending.
For Cc1ccc(C(=O)Nc2ccc(CP(=O)(O)O)cc2)cc1NC(=O)c1cccc(NC(=O)Nc2cccc(C(=O)Nc3cc(C(=O)Nc4ccc(CP(=O)(O)O)cc4)ccc3C)c2)c1 the results were TK-10 107.0&142.4[100 µM].
For CC1(O)CC23CC(O)C4(O)C(CC(O)C4(C)C)C(C)(O)C2CCC1C3O (stereo unspecified) the results were TK-10 107.5[100 µM].
`CCCCCN1C(=O)C(Cc2ccccc2)N=C(c2cccc(O)c2)c2ccccc21` (stereo unspecified) gave TK-10 103.9[30 µM].
CCCCN1C(=O)C(CO)N=C(c2cccc(O)c2)c2ccc(Cl)cc21 (stereo unspecified) was read as TK-10 109.7[30 µM].

3 records picked at random from those above:
CCCCN1C(=O)C(CO)N=C(c2cccc(O)c2)c2ccc(Cl)cc21 (stereo unspecified) was read as TK-10 109.7[30 µM].
For Cc1ccc(C(=O)Nc2ccc(CP(=O)(O)O)cc2)cc1NC(=O)c1cccc(NC(=O)Nc2cccc(C(=O)Nc3cc(C(=O)Nc4ccc(CP(=O)(O)O)cc4)ccc3C)c2)c1 the results were TK-10 107.0&142.4[100 µM].
Screening CNC(=O)c1[nH]cnc1/N=N/N(C)N returned TK-10 52.7&80.6[100 µM].
